C-LANA FP: blocks KSHV LANA C-terminal domain binding to DNA | MBP-C-LANA/FAM-LBS DNA binding, fluorescence polarization | hit rate 0.078% among 340,000 | inhibition, % at 9 µM;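 active means highest replicate inhibition at or above 60% at 9 µM, even if other replicates fall short; inactive means all replicates below 60% inhibition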;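 further: 0% = neutral control wells and 100% = 4 µM acridine orange control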
Rtt109 Vps75: C. albicans Rtt109 histone acetyltransferase inhibition | purified Rtt109/Vps75, ThioGlo CoA-SH fluorescence, 4 h | Q5AAJ8 | inhibition, % at 34.9 µM | hit rate 0.16% among 330,000 | AID 540336;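 active means inhibition of at least 50% in every replicate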
Target sequence (Q5AAJ8 whole entry, looked up): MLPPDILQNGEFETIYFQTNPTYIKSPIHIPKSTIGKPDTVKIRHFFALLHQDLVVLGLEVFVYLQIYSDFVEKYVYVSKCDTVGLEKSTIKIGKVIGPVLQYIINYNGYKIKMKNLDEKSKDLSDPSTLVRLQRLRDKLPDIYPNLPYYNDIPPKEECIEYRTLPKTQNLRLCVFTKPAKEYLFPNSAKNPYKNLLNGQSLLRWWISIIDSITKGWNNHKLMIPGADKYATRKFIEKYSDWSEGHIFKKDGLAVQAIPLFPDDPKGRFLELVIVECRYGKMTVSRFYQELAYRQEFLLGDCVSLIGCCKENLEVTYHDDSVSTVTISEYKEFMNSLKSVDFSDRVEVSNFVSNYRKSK
Keap1-Nrf2 PPI: disrupts human Keap1 binding to Nrf2 peptide | Keap1 Kelch-Nrf2 peptide fluorescence polarization, 1536-well | inhibition, % at 9.4 µM | hit rate 0.15% among 340,000; in the data active means inhibition above about 12%;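 further: human Keap1 Kelch domain with fluorescein labeled Nrf2 9mer peptide probe; 0% = neutral control wells and 100% = peptide positive control; higher means more block of Keap1 binding to Nrf2 peptide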
CAL PDZ FP-1: blocks peptide binding to human CAL PDZ domain; inhibition, % at 20 µM; purified CAL PDZ, TMR-peptide fluorescence polarization, 1 h; hit rate 0.02% among 330,000; AID 504414;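 active means highest replicate inhibition of at least 40%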;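 further: plate controls were DMSO neutral control wells for no effect and unlabeled competitor peptide control wells for full effect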
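Test system: tagged CAL PDZ domain / Buffer or medium: sodium phosphate/NaCl buffer pH 7.4 with TCEP, IgG, Thesit / Reagent: TMR-labelled reporter peptide T*-PRC34 bound in PDZ groove / Compound dosing: single point, 20 µM / Schedule: 1 h incubation at room temperature before polarization reading / Technique: fluorescence polarization (mP) / Benchmarks: unlabelled peptide, DMSO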
RTF Ca sens act: increases calcium sensitivity of human cardiac regulated thin filaments | P19429+P45379 | IANBD-labeled TnC RTF fluorescence at EC20 calcium; 0% EC20 calcium, 100% full calcium | activation, % at 7.2 µM | hit rate 0.24% among 340,000;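 active means activation above the mean over all tested compounds plus 3 SD, cut at about 30% in these data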;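 further: rise in fluorescence read as greater calcium sensitivity of cardiac thin filaments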
CAL PDZ FP-2: blocks peptide binding to the human CAL PDZ domain; hit rate 0.92% among 300,000; inhibition, % at 24.9 µM; AID 602252; purified CAL PDZ, TMR-peptide fluorescence polarization, 1 h;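 active means mean inhibition of at least 30% with at least half of replicates also reaching 30%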;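 further: 0% = DMSO neutral control and 100% = excess unlabeled competitor peptide PRC23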
SR-BI uptake up: SR-BI HDL lipid transfer activation. CHO ldlA[mSR-BI] cells, DiI-HDL uptake fluorescence, 3 h; 100 = double the neutral-control signal. activation, % at 12.5 µM. hit rate 0.096% among 320,000;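 active means mean replicate activation of at least 60% and every replicate at or above 60%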;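 further: 0% = median plate neutral-control signal and 100% = twice that signal; values of inactives mirror those of a sister screen read the other way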
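System: CHO ldlA[mSR-BI] cells / Medium: HEPES-buffered (25 mM, pH 7.4) F12 plus 0.5% BSA / Probe or stimulus: labelled HDL, 10 µg/mL / Doses: single compound concentration, delivered by pin transfer / Schedule: 3 h, 37 °C / Measured by: DiI fluorescence, bottom read / Measure: cell-associated DiI fluorescence as measure of HDL uptake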
DAGLB inh: diacylglycerol lipase beta (human) inhibition; HEK293T DAGLB membrane lysate, EnzChek fluorogenic substrate; inhibition, % at 5.17 µM; AID 504411; hit rate 0.059% among 340,000; in the data active means inhibition above about 34%;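 further: 0% = enzyme with vehicle and 100% = wells lacking enzyme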
Target sequence (Q8NCG7 whole entry, looked up): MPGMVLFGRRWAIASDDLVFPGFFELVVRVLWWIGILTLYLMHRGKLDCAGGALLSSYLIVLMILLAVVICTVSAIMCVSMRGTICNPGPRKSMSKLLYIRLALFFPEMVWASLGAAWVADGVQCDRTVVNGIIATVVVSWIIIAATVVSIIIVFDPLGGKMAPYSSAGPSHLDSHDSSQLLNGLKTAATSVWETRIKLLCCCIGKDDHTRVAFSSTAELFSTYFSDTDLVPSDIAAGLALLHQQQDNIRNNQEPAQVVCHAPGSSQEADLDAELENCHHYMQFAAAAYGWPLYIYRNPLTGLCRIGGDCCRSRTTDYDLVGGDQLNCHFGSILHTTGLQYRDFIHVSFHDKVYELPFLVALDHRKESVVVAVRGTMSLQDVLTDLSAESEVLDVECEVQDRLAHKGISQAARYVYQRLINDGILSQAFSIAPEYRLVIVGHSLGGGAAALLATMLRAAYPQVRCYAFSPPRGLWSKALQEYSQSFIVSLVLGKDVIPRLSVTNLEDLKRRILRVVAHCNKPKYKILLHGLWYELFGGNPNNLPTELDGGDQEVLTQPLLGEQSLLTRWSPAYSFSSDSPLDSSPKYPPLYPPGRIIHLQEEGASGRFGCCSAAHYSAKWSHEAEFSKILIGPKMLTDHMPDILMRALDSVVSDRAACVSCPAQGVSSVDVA
PKA-R2B activ: activators of human PKA-R2B complex; AID 504700; hit rate 0.079% among 340,000; P22694+P31323; PKA-R2B holoenzyme dissociation, Cy5-IP20 fluorescence polarization; R2B truncated from residue 108, S112A mutant; 0% DMSO only, 100% 113 µM cGMP; activation, % at 11.4 µM;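 active means activation above a cutoff set at the mean over all compounds plus 3 SD, cut at about 18% in these data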;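 further: higher means more holoenzyme dissociation and a rise in polarization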
RTF Ca sens inh: cardiac RTF calcium desensitization | inhibition, % at 7.15 µM | AID 493244 | IANBD-labeled cardiac RTF, Ca2+ fluorescence | P19429+P45379 | hit rate 0.12% among 340,000;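 active means inhibition above the mean inhibition of all tested compounds plus 3 SD, cut at about 17% in these data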;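 further: assay run at fixed EC70 calcium of 1.6 mM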
* hit, by the source's call.

How did COc1cc2nc(-c3ccc(Br)o3)oc(=O)c2cc1OC do in these assays?
C-LANA FP: 0.0; Rtt109 Vps75: -1; Keap1-Nrf2 PPI: -1; CAL PDZ FP-1: -2.2; RTF Ca sens act: 0; CAL PDZ FP-2: -3; SR-BI uptake up: 2; DAGLB inh: -2; PKA-R2B activ: 1; RTF Ca sens inh: -3

What do the screens show for `Cc1cc(C)c(S(=O)(=O)N2CCCC2=O)cc1N(C)S(C)(=O)=O`?
C-LANA FP: 0.9; Rtt109 Vps75: -1; Keap1-Nrf2 PPI: -3; CAL PDZ FP-1: -0.8; RTF Ca sens act: -6; CAL PDZ FP-2: -2; SR-BI uptake up: 9; DAGLB inh: -1; PKA-R2B activ: -5; RTF Ca sens inh: -7

Results for CC(C)CNC(=O)c1ccccc1NC(=O)c1ccccc1N(C)S(=O)(=O)c1ccccc1 ?
C-LANA FP: -0.7; Rtt109 Vps75: 5; Keap1-Nrf2 PPI: -2; CAL PDZ FP-1: -1.0; RTF Ca sens act: 3; CAL PDZ FP-2: -1; SR-BI uptake up: -6; DAGLB inh: -1; PKA-R2B activ: -3; RTF Ca sens inh: -6

Results for CC(C)c1ccccc1N=C1SCCN1C1CCS(=O)(=O)C1 (stereo not given) ?
C-LANA FP: -1.8; Rtt109 Vps75: -1; Keap1-Nrf2 PPI: -4; CAL PDZ FP-1: -1.5; RTF Ca sens act: 9; SR-BI uptake up: -4; DAGLB inh: 1; PKA-R2B activ: -24; RTF Ca sens inh: -10

How did CCOC(=O)c1cccc(NC(=O)Cn2cnc3c2c(=O)n(C)c(=O)n3C)c1 do in these assays?
C-LANA FP: 1.2; Rtt109 Vps75: 6; Keap1-Nrf2 PPI: -2; CAL PDZ FP-1: -0.9; RTF Ca sens act: -2; CAL PDZ FP-2: 1; SR-BI uptake up: -1; DAGLB inh: 0; PKA-R2B activ: -4; RTF Ca sens inh: -7

What do the screens show for `CCOC(=O)C1=C(C)Nc2ncnn2C1c1cc(OC)ccc1OC` (stereo not given)?
C-LANA FP: 0.2; Rtt109 Vps75: 5; Keap1-Nrf2 PPI: -5; CAL PDZ FP-1: 0.1; RTF Ca sens act: 0; CAL PDZ FP-2: -3; SR-BI uptake up: 17; DAGLB inh: 1; PKA-R2B activ: 1; RTF Ca sens inh: -9

Results for C=CCn1c(SCC(=O)NC(=O)c2cccc([N+](=O)[O-])c2)nnc1-c1ccccc1F ?
C-LANA FP: 1.4; Rtt109 Vps75: -4; Keap1-Nrf2 PPI: 3; CAL PDZ FP-1: -2.4; RTF Ca sens act: 6; CAL PDZ FP-2: -1; SR-BI uptake up: 14; DAGLB inh: -1; PKA-R2B activ: -3; RTF Ca sens inh: -6

How did COc1ccc(CNCc2c(F)cccc2F)cc1OC do in these assays?
C-LANA FP: 0.7; Rtt109 Vps75: -11; Keap1-Nrf2 PPI: 3; CAL PDZ FP-1: 0.1; RTF Ca sens act: -8; CAL PDZ FP-2: 4; SR-BI uptake up: -1; DAGLB inh: 1; PKA-R2B activ: 4; RTF Ca sens inh: 6

How did O=C(CSC1=Nc2ccccc2C2=NC(c3ccccc3)C(=O)N12)NC1CCCCC1 (stereo not given) do in these assays?
C-LANA FP: 2.9; Rtt109 Vps75: -7; Keap1-Nrf2 PPI: 0; CAL PDZ FP-1: -1.1; RTF Ca sens act: -11; CAL PDZ FP-2: -1; SR-BI uptake up: 11; DAGLB inh: -1; PKA-R2B activ: 5; RTF Ca sens inh: 11

How did COc1ccc(/C=C/C(=O)N2CCN(S(=O)(=O)/C=C/c3ccccc3)CC2)cc1OC do in these assays?
C-LANA FP: -0.2; Rtt109 Vps75: -8; Keap1-Nrf2 PPI: -3; CAL PDZ FP-1: 1.2; RTF Ca sens act: 5; CAL PDZ FP-2: -2; SR-BI uptake up: 0; DAGLB inh: 0; PKA-R2B activ: -19; RTF Ca sens inh: -3

What do the screens show for `O=C(NNC(=O)c1cc2ccccc2o1)c1ccc(F)cc1`?
C-LANA FP: 0.2; Rtt109 Vps75: 3; Keap1-Nrf2 PPI: -2; CAL PDZ FP-1: -3.6; RTF Ca sens act: 0; CAL PDZ FP-2: -1; SR-BI uptake up: 14; DAGLB inh: 0; PKA-R2B activ: 4; RTF Ca sens inh: -4

Results for O=C(CSc1ncnc2scc(-c3ccccc3)c12)NC1CCS(=O)(=O)C1 (stereo not given) ?
C-LANA FP: 0.0; Rtt109 Vps75: 5; Keap1-Nrf2 PPI: -1; CAL PDZ FP-1: -2.4; RTF Ca sens act: -3; CAL PDZ FP-2: -1; DAGLB inh: -6; PKA-R2B activ: -8; RTF Ca sens inh: 1

Fetched by compound from the entries so far:
What do the screens show for `CCOC(=O)C1=C(C)Nc2ncnn2C1c1cc(OC)ccc1OC` (stereo not given)?
C-LANA FP: 0.2; Rtt109 Vps75: 5; Keap1-Nrf2 PPI: -5; CAL PDZ FP-1: 0.1; RTF Ca sens act: 0; CAL PDZ FP-2: -3; SR-BI uptake up: 17; DAGLB inh: 1; PKA-R2B activ: 1; RTF Ca sens inh: -9

Results for CC(C)c1ccccc1N=C1SCCN1C1CCS(=O)(=O)C1 (stereo not given) ?
C-LANA FP: -1.8; Rtt109 Vps75: -1; Keap1-Nrf2 PPI: -4; CAL PDZ FP-1: -1.5; RTF Ca sens act: 9; SR-BI uptake up: -4; DAGLB inh: 1; PKA-R2B activ: -24; RTF Ca sens inh: -10

Results for C=CCn1c(SCC(=O)NC(=O)c2cccc([N+](=O)[O-])c2)nnc1-c1ccccc1F ?
C-LANA FP: 1.4; Rtt109 Vps75: -4; Keap1-Nrf2 PPI: 3; CAL PDZ FP-1: -2.4; RTF Ca sens act: 6; CAL PDZ FP-2: -1; SR-BI uptake up: 14; DAGLB inh: -1; PKA-R2B activ: -3; RTF Ca sens inh: -6

(listing goes on)
How did Cc1ccc(Cn2c(SC(C)C(N)=O)nc3ccccc3c2=O)cc1 (stereo not given) do in these assays?
C-LANA FP: -0.5; Rtt109 Vps75: -17; Keap1-Nrf2 PPI: 0; CAL PDZ FP-1: -1.1; RTF Ca sens act: 3; CAL PDZ FP-2: 0; SR-BI uptake up: -8; DAGLB inh: 0; PKA-R2B activ: -9; RTF Ca sens inh: -4

How did O=C(CSc1ccccn1)N/N=C/c1cc([N+](=O)[O-])ccc1O do in these assays?
C-LANA FP: -1.4; Rtt109 Vps75: 14; Keap1-Nrf2 PPI: -4; CAL PDZ FP-1: -0.7; RTF Ca sens act: 6; CAL PDZ FP-2: 1; DAGLB inh: 4; PKA-R2B activ: 1; RTF Ca sens inh: -12

Results for CCOC(=O)c1cnc2c(c(C3CC3)nn2C)c1N1CCOCC1 ?
C-LANA FP: -0.3; Rtt109 Vps75: -7; Keap1-Nrf2 PPI: -4; CAL PDZ FP-1: -0.2; CAL PDZ FP-2: -2; SR-BI uptake up: 13

What do the screens show for `CCOC(=O)N1CCN(C(=O)CCS(=O)(=O)c2ccc3c(c2)CC(C)N3C(=O)CC)CC1` (stereo not given)?
C-LANA FP: 0.4; Rtt109 Vps75: 1; Keap1-Nrf2 PPI: -2; CAL PDZ FP-1: -1.4; RTF Ca sens act: -2; CAL PDZ FP-2: -5; SR-BI uptake up: 6; DAGLB inh: 2; PKA-R2B activ: 12; RTF Ca sens inh: -15

What do the screens show for `Cc1cc(OC(=O)c2ccccc2)n(CCC#N)n1`?
C-LANA FP: 0.5; Rtt109 Vps75: 17; Keap1-Nrf2 PPI: -45; CAL PDZ FP-1: -3.3; RTF Ca sens act: -1; CAL PDZ FP-2: -3; SR-BI uptake up: 25; DAGLB inh: 0; PKA-R2B activ: -12; RTF Ca sens inh: 5

What do the screens show for `CC(=O)Oc1ccccc1C(=O)C=Cc1cccc([N+](=O)[O-])c1`?
C-LANA FP: 6.2; Rtt109 Vps75: -7; Keap1-Nrf2 PPI: -2; CAL PDZ FP-1: 0.3; RTF Ca sens act: -1; CAL PDZ FP-2: -5; SR-BI uptake up: -9; DAGLB inh: 1; PKA-R2B activ: 14; RTF Ca sens inh: -8

Results for COc1ccc(-c2csc(N(CCCN(C)C)C(=O)c3ccc(F)cc3)n2)cc1 ?
C-LANA FP: -0.6; Rtt109 Vps75: 10; Keap1-Nrf2 PPI: -7; CAL PDZ FP-1: -18; RTF Ca sens act: 1; CAL PDZ FP-2: -2; SR-BI uptake up: -12; DAGLB inh: -1; PKA-R2B activ: -5; RTF Ca sens inh: -6

How did CCOC(=O)c1ccc(N2C(=O)CC(C3CCCO3)C2=O)cc1 (stereo not given) do in these assays?
C-LANA FP: -1.0; Rtt109 Vps75: -4; Keap1-Nrf2 PPI: 1; CAL PDZ FP-1: -1.7; RTF Ca sens act: -1; CAL PDZ FP-2: -3; SR-BI uptake up: 26; DAGLB inh: -3; PKA-R2B activ: 7; RTF Ca sens inh: 3

How did Cc1ccc(C(C(=O)NCc2ccc(F)cc2)N(C(=O)c2csnn2)C2CC2)o1 (stereo not given) do in these assays?
C-LANA FP: 0.0; Rtt109 Vps75: 15; Keap1-Nrf2 PPI: -5; CAL PDZ FP-1: 0.1; RTF Ca sens act: 1; CAL PDZ FP-2: -5; SR-BI uptake up: 4; DAGLB inh: 1; PKA-R2B activ: 4; RTF Ca sens inh: -6

What do the screens show for `COc1ccc(Cl)cc1S(=O)(=O)N(C)CC(=O)NCc1ccc2c(c1)OCO2`?
C-LANA FP: -1.1; Rtt109 Vps75: 4; Keap1-Nrf2 PPI: -5; CAL PDZ FP-1: -0.2; RTF Ca sens act: -4; CAL PDZ FP-2: -4; DAGLB inh: -1; PKA-R2B activ: 0; RTF Ca sens inh: 0

What do the screens show for `CC(=O)C(Sc1nnnn1-c1ccc(O)cc1)c1ccccc1` (stereo not given)?
C-LANA FP: -1.1; Rtt109 Vps75: 4; Keap1-Nrf2 PPI: -3; CAL PDZ FP-1: -0.5; RTF Ca sens act: 2; CAL PDZ FP-2: 1; SR-BI uptake up: 7; DAGLB inh: -4; PKA-R2B activ: 1; RTF Ca sens inh: -5

How did Cc1ccc(C(=O)NC(=O)CSc2nncn2C)cc1 do in these assays?
C-LANA FP: -2.7; Rtt109 Vps75: -3; Keap1-Nrf2 PPI: -6; CAL PDZ FP-1: -1.8; RTF Ca sens act: -3; CAL PDZ FP-2: 0; DAGLB inh: 0; PKA-R2B activ: -5; RTF Ca sens inh: -3
